NCI-60 one-dose screen, 48 h, at 10 µM unless noted. Numbers give growth in % (100 = growth as untreated, 0 = no growth, -100 = all killed).
SK-MEL-5: SK-MEL-5 melanoma. 6.4% of 80,000 active. AID 1794755
SK-MEL-2: SK-MEL-2 melanoma; 4.7% of 77,000 active
LOX IMVI: LOX IMVI melanoma; 7.4% of 79,000 active
MALME-3M: MALME-3M melanoma; 5.8% of 78,000 active; AID 1794766
UACC-62: UACC-62 melanoma; 5.4% of 81,000 active
SK-MEL-28: SK-MEL-28 melanoma. 4.1% of 81,000 active. AID 1794761
MDA-MB-435: MDA-MB-435 melanoma; 7.8% of 82,000 active
UACC-257: UACC-257 melanoma. 4.4% of 78,000 active. AID 1794764
The depositor's hits bear a star; . = not tested or not shown; & = joins results of further samples; ! = a repeat was not active. How the source made its calls: active means growth percent below 10; inactive means the rest. An unsorted share of the library. Share with any hit: about 12%.

SMILES	SK-MEL-5	SK-MEL-2	LOX IMVI	MALME-3M	UACC-62	SK-MEL-28	MDA-MB-435	UACC-257
CCOC(=O)c1cc(=O)[nH]c(=S)[nH]1	105	91	101	105	99	104	107	81
C=CCOC(CCl)CCl	116	103	106	96	105	112	105	103
CCN(Cc1cccc(S(=O)(=O)O)c1)c1ccc(C(=C2C=CC(=[N+](CC)Cc3cccc(S(=O)(=O)O)c3)C=C2)c2ccccc2)cc1	106&103	.	97&97	135&84	103&87	110&112	122&105	68
COc1ccc(CSc2nc3ccc(C)cc3c(=O)n2Cc2ccccc2)cc1	103	112	101	113	99	108	105	113
COc1ccc(-c2nc(SC(C)C)nc(Nc3ccc(/C(C)=N\NC(N)=S)cc3)c2C#N)cc1	99	100	102	107	100	102	108	104
O=C(CSc1nc(-c2ccccc2)cc(=O)[nH]1)Nc1nc(-c2ccccc2)cs1	86	97	97	110	69	111	105	95
Oc1ccc(F)c(Nc2nc(SCCN3CCOCC3)nc3c2cnn3CC(Cl)c2ccc(Br)cc2)c1 (configuration not stated)	18	34	-18*	1.0*	21	21	18	14
CCOC(=O)c1cnnn1-c1cc(=O)n(CC)c2ccccc12	107	104	101	97	96	113	106	105
COc1ccc([C@@H](C(=O)O)[C@@H](C(=O)O)c2ccc(OC)cc2)cc1	107	101	94	97	104	110	99	109
Cn1cccc1/C=C1/SC(=S)N(CCc2ccc(O)cc2)C1=O	44	65	.	37	25	57	-28*	74
COc1ccc(/C=N\NC(=O)C[N+](C)(C)C)cc1OC	118	106	100	100	90	110	118	103
O=C(CCNC(=O)c1nc(-c2ccccc2)n(-c2ccccc2)n1)NO	110	99	99	152	98	119	121	.
C=C(C[C@@](O)(C(=O)Oc1ccccc1)C(=O)C1CCCCC1)c1ccccc1	96	105	101	101	90	98	102	93
COc1cc(NC(=O)CCSc2nc3ccc(Cl)cc3c(=O)n2Cc2ccccc2)cc(OC)c1OC	75	74	91	84	53	71	89	61
O=C1N=c2cc3c(cc2=C/C1=C/c1sc(=S)n(CCc2ccc(O)cc2)c1O)OCO3	96	105	80	94	94	113	70	101
Nc1cc2c(cc1Cl)-c1ccccc1C2	102	92	.	.	99	106	105	125
N#C/C(C(=O)Nc1ccccc1)=c1\s/c(=C\Nc2ccccc2F)c(=O)n1-c1ccccc1	76	106	83	85	100	113	96	103
Cc1cc(N2CCN(CC(=O)Nc3ccc4c(ccn4Cc4ccccc4)c3)CC2)nc(N2CCC(C)CC2)n1	88	82	85	95	74	91	86	86
CCN(CC)c1ccc(NC(c2ccccc2)C(O)c2ccccc2)cc1 (configuration not stated)	95	107	104	123	103	105	104	110
CCOC(=O)C1=C(C)N=C2SC=C(c3ccccc3)N2[C@H]1c1cn[nH]c1-c1ccc(Cl)cc1	50	66	5.5*	-28*	36	75	49	53
CN(C)c1ccnc(CNCCSC2(c3ccc(C(F)(F)F)cc3)c3ccccc3CCc3ccccc32)c1	-100*	-38*	-98*	-92*	-6.0*	-82*	-81*	-60*
CCCN(CCC)S(=O)(=O)c1ccc(C(=O)Oc2ccccc2C(=O)O)cc1	97	103	100	108	95	114	113	89
COc1cc(-c2nnc(SC/C(=N/O)c3ccccc3)n2-c2ccccc2)cc(OC)c1OC	85	98	92	95	84	90	104	102
O=C1/C(=C/C=C/c2ccco2)SC(=S)N1c1ccccc1	.	.	26	16	71	80	89	83
O=C1CCCN1c1nc(-c2ccccc2)c(Br)s1	89	74	100	96	80	92	81	97
O=C1NN=C2c3ccccc3CN2c2c1cnn2-c1ccccc1	98	113	99	97	92	114	108	108
C=C(C)[C@@H]1CC[C@]2(COCCC#N)CC[C@]3(C)[C@H](CC[C@@H]4[C@@]5(C)Cc6c([nH]c7ccccc67)C(C)(C)[C@@H]5CC[C@]43C)[C@@H]12	98	110	92	119	105	100	96	116
O=c1[nH]cnc2c1C(c1ccccc1Cl)c1ccc3ccccc3c1O2 (configuration not stated)	99	106	96	102	92	113	99	117
COc1ccc(-c2oc(=O)ccc2C#Cc2cc(OC)c(OC)c(OC)c2)cc1F	101	96	89	96	89	.	96	135
COc1ccc(Oc2nc(Nc3ccc(N4CCOCC4)cc3)ncc2NC(=O)c2cc(OC)cc(OC)c2)cc1	77	95	85	108	88	100	40	99
NS(=O)(=O)c1ccc(NC(=O)CSc2ccc(-c3ccccc3)nn2)cc1	98	92	86	82	98	112	103	105
CCCCCC1CCCCN1C(=O)OCC (configuration not stated)	116	95	.	91	105	106	115	106
COc1ccc2c(c1)Nc1ccccc1S2	101	112	113	105	96	114	112	115
O=C(c1cccnc1)N1CCN(c2ccccc2Cl)CC1	98	105	105	96	103	109	100	90
CCN(c1cc(-c2ccc(CN3CCN(C(=O)CCCCCCCCCCCCCCC(=O)N[C@H](C(=O)N4C[C@H](O)C[C@H]4C(=O)NCc4ccc(-c5scnc5C)cc4)C(C)(C)C)CC3)cc2)cc(C(=O)NCc2c(C)cc(C)[nH]c2=O)c1C)C1CCOCC1	92	109	106	97	74	98	99	98
CCCCC[n+]1ccc(SCC(=O)N(C)c2cccc(Cl)c2)c2ccccc21	.	97	94	91	82	102	96	95
N#CC1(Nc2ccc(-c3ccc(Cl)cc3)cc2)CCCC1	112	102	97	162	89	103	95	93
Cc1cc(NC(=O)Nc2cccc3ccccc23)no1	99	101	96	101	91	116	101	105
Clc1ccc(/C(=N/N2CCCCCC2)c2ccccc2)cc1	.	110	98	118	103	120	110	99
COc1ccc(-c2nc3sc(C)nn3c2/C=C/C(=O)c2ccc(OC)c(OC)c2)cc1	83	75	87	.	.	106	106	108

Continued; the last 2 above are carried over.
SMILES	SK-MEL-5	SK-MEL-2	LOX IMVI	MALME-3M	UACC-62	SK-MEL-28	MDA-MB-435	UACC-257
Clc1ccc(/C(=N/N2CCCCCC2)c2ccccc2)cc1	.	110	98	118	103	120	110	99
COc1ccc(-c2nc3sc(C)nn3c2/C=C/C(=O)c2ccc(OC)c(OC)c2)cc1	83	75	87	.	.	106	106	108
CCOC(=O)CC(O)(CC(=O)OCC)C(=O)OCC	103	105	95	95	105	107	105	100
O=C1/C(=N\O)CC(c2ccccc2)N1c1ccccc1 (configuration not stated)	105	105	100	.	92	119	99	96
COc1ccc(C(=O)CSc2nc(Nc3cccc(S(N)(=O)=O)c3)c(C#N)c(C(C)C)n2)cc1	96	96	98	104	88	106	108	111
Oc1ccc(/C=N\N=C\c2ccc(O)cc2)cc1	106	113	87	104	101	114	105	.
O=C(O)c1ccc(-n2cc(C(=O)O)c(-c3cc(C(F)(F)F)cc(C(F)(F)F)c3)n2)cc1	.	99	97	87	98	103	104	96
CC(=O)/C(=C/c1ccc(-c2ccccc2)cc1)C(=O)c1ccccc1	87	99	19	89	81	96	81	80
O=C(O)c1ccccc1C(=O)c1ccc(Cl)cc1	104	114	101	121	100	118	112	107
COc1ccc(/C=C2\Oc3cc(C)c(Cl)cc3C2=O)cc1OC	92	109	93	100	87	114	97	101
O=C(Nc1cccc2ccccc12)c1cc2ccccc2cc1O	-57*	21	14	-12*	17	46	0.2*	5.7*
COc1ccc(C2C=C(c3ccc(NCc4nccc(OCC(F)(F)F)c4C)cc3)NC(N)=N2)cc1 (configuration not stated)	78	90	93	95	69	102	84	71
CN(C)c1ccc2nc3ccc(=O)cc-3sc2c1	-90*	36&14	5.5*	1.9*!	33&32	63&78	-65*!	-22*!
CCOC(=O)Nc1ccccc1NC(=O)/C=C/c1ccc(NC(=O)c2ccc3c(c2)ncn3-c2ccccc2)cc1	89	102	82	106	96	112	102	107
O=C1/C(=C/c2ccc(C(F)(F)F)cc2)COc2ccc(O)cc21	97	100	2.9*	89	80	100	88	98
O=C(NCCSSCCNC(=O)c1ccccc1)c1ccccc1	94	.	97	98	97	99	94	93
COc1ccc(OC)c(-c2cc(-c3ccc(Cl)cc3)c(C#N)c(SC)n2)c1	81	94	39	43	.	.	69	.
CC(CO)c1ccccc1 (configuration not stated)	101	95	93	92	89	105	96	101
CCOC(=O)/C(Cl)=C\OC(=O)c1ccccc1	80	69	54	84	83	79	89	74
COc1ccc(OC)c(NC(=O)Oc2ccc(C#N)cc2)c1	98	113	96	91	86	106	97	106
O=c1oc2ccc3ccccc3c2cc1-c1cc(-c2ccc(O)cc2)cc(-c2cc3c(ccc4ccccc43)oc2=O)n1	100	106	100	101	101	115	115	111
COc1cc(-c2nc3ccc(C)cc3n2CC(=O)NNC(=O)c2ccncc2)cc(OC)c1OC	96	116	87	91	91	110	93	95
COc1cc(-c2nnc(-c3nc(-c4cc(OC)c(OC)c(OC)c4)n4ccccc34)o2)ccc1O	79	.	77	102	85	100	92	100
Cn1cc(-c2nc(-c3cn(C)c4ncccc34)cs2)c2cc(Br)ccc21	99	100	.	.	84	92	86	104
C#CCN(C)CCCOc1ccc(N(CC)C(=O)c2cc(C(C)C)c(O)cc2O)cc1Cl	-96*	-58*	-95*	-51*	-66*	5.7*	-26*	-12*
O=C1CCN2C=CC=CC2=N1	106	121	93	108	99	110	105	103
O=C(O)c1cc2ccccc2c2cc(Br)ccc12	98&108	89&115	101&93	97	92&96	93&105	108&105	106&97
COc1ccc(C2NC(=S)N(C(CC(=O)c3ccccc3)c3ccccc3)C(=O)C2Br)cc1 (configuration not stated)	97	101	76	97	90	98	94	97
C=C1SC(=Nc2cccc(OC)c2)N(c2nc(Cl)nc(Cl)n2)C1(C)C	102	.	107	88	104	109	106	97
COc1ccc(CC(=S)N2CCOCC2)cc1	105	107	93	107	98	110	106	108
CCOC(=O)c1ccc(NCn2nc(-c3cc(-c4ccccc4)nc4ccccc34)oc2=S)cc1	96	129	92	96	84	95	97	105
COC(=O)C(Cc1c[nH]c2ccccc12)NC(=O)C(NC(=O)OC(C)(C)C)C(C)C (configuration not stated)	95	104	96	87	90	104	97	130
C#CCOc1cc(/C=N/Nc2nc(-c3ccc(Br)cc3)cs2)ccc1O	21	73	57	79	62	91	68	88
COc1cc(C2N(c3ccc(Cl)cc3)NC(=O)[C@@H]3CCCN23)cc(OC)c1OC (some centres not stated)	98	86	72	96	88	105	97	96
O=[N+]([O-])c1csc2ccccc12	102	96	91	105	101	100	117	92
O=C(COc1ccc(-c2nc3ccccc3[nH]2)cc1)NN1C(=O)c2ccccc2C1=O	104	.	99	104	93	100	102	101
C=C(C)C(=O)OCCCCCCC	108	103	95	97	109	102	91	.
Cc1cc2c(cc1S(N)(=O)=O)S(=O)(=O)CCC2	98	122	90	100	101	117	102	105
COc1ccc(-c2ccc(NC(=O)Nc3ccc(Cl)cc3)c(C)n2)cc1	87	104	85	104	71	90	88	79
C/C(Cc1ccc(Cl)cc1)=C(/c1ccc(Cl)cc1)c1ccc(OCCN2CCOCC2)cc1	98	101	.	92	93	100	95	101
N#Cc1cnc2c(C#N)c(Nc3ccccc3)nn2c1-c1ccco1	98	115	98	116	89	96	94	113
CCCCOC(=O)C(C)OC(=O)c1cccc(C(=O)OC(C)C(=O)OCCCC)c1 (configuration not stated)	106	105	94	101	108	110	103	109
C=C(CBr)[C@@H]1CC[C@]2(C(=O)O)CC[C@]3(C)[C@H](CC[C@@H]4[C@@]5(C)CCC(=O)C(C)(C)[C@@H]5CC[C@]43C)[C@@H]12	51	80	75	89	69	89	96	80
N#Cc1c(Cl)nsc1-c1ccc([N+](=O)[O-])cc1	101	100	110	116	95	97	95	94
CCC(OC(C)=O)c1ccccc1 (configuration not stated)	105	97	100	108	.	108	100	98
CCC(CC)(CC)c1cc([N+](=O)[O-])c(C)c([N+](=O)[O-])c1OC	98	113	91	94	96	90	102	89
O=C(/C=C/c1ccccc1F)c1ccccc1	102	.	104	107	100	106	109	.
COc1cc(/C=C(\NC(=O)c2ccc([N+](=O)[O-])cc2)C(=O)N2CCCC2)c(OC)cc1C=O	101	103	98	114	97	116	107	101
COc1ccc(C2C(C(=O)c3ccccc3)C2(C#N)C#N)cc1 (configuration not stated)	94	105	98	87	93	107	102	97
COc1ccc(-c2nn(-c3cccc(Cl)c3)cc2-c2nc(N)[nH]c(=O)c2C#N)cc1	68	71	63	37	59	90	2.2*	94
CCCCOc1ccc(C(=O)OCCN(C)C)cc1N	104	97	95	102	111	102	107	79
CCOc1ccc(NC(=O)OCCN2CCN(CCc3ccccc3)C(C)C2)cc1 (configuration not stated)	101	105	106	85	96	112	98	82

Compounds listed so far with an NH in an aromatic ring, in the order listed:
SMILES	SK-MEL-5	SK-MEL-2	LOX IMVI	MALME-3M	UACC-62	SK-MEL-28	MDA-MB-435	UACC-257
CCOC(=O)c1cc(=O)[nH]c(=S)[nH]1	105	91	101	105	99	104	107	81
O=C(CSc1nc(-c2ccccc2)cc(=O)[nH]1)Nc1nc(-c2ccccc2)cs1	86	97	97	110	69	111	105	95
CCOC(=O)C1=C(C)N=C2SC=C(c3ccccc3)N2[C@H]1c1cn[nH]c1-c1ccc(Cl)cc1	50	66	5.5*	-28*	36	75	49	53
C=C(C)[C@@H]1CC[C@]2(COCCC#N)CC[C@]3(C)[C@H](CC[C@@H]4[C@@]5(C)Cc6c([nH]c7ccccc67)C(C)(C)[C@@H]5CC[C@]43C)[C@@H]12	98	110	92	119	105	100	96	116
O=c1[nH]cnc2c1C(c1ccccc1Cl)c1ccc3ccccc3c1O2 (configuration not stated)	99	106	96	102	92	113	99	117
CCN(c1cc(-c2ccc(CN3CCN(C(=O)CCCCCCCCCCCCCCC(=O)N[C@H](C(=O)N4C[C@H](O)C[C@H]4C(=O)NCc4ccc(-c5scnc5C)cc4)C(C)(C)C)CC3)cc2)cc(C(=O)NCc2c(C)cc(C)[nH]c2=O)c1C)C1CCOCC1	92	109	106	97	74	98	99	98
COC(=O)C(Cc1c[nH]c2ccccc12)NC(=O)C(NC(=O)OC(C)(C)C)C(C)C (configuration not stated)	95	104	96	87	90	104	97	130
O=C(COc1ccc(-c2nc3ccccc3[nH]2)cc1)NN1C(=O)c2ccccc2C1=O	104	.	99	104	93	100	102	101
COc1ccc(-c2nn(-c3cccc(Cl)c3)cc2-c2nc(N)[nH]c(=O)c2C#N)cc1	68	71	63	37	59	90	2.2*	94
